TNAP inh noacc – inhibitors of human TNAP without phosphate acceptor; AID 1012; 200,000 compounds, 0.26% hits; inhibition, % at 20 µM; purified TNAP, CDP-star luminescence, 30 min; P05186;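 active = tissue-nonspecific alkaline phosphatase inhibition above about 50% at 20 µM in the single-dose screen, limit read from the data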;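 note: 0% = DMSO negative control and 100% = EDTA positive control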
Target sequence (P05186 whole entry, looked up): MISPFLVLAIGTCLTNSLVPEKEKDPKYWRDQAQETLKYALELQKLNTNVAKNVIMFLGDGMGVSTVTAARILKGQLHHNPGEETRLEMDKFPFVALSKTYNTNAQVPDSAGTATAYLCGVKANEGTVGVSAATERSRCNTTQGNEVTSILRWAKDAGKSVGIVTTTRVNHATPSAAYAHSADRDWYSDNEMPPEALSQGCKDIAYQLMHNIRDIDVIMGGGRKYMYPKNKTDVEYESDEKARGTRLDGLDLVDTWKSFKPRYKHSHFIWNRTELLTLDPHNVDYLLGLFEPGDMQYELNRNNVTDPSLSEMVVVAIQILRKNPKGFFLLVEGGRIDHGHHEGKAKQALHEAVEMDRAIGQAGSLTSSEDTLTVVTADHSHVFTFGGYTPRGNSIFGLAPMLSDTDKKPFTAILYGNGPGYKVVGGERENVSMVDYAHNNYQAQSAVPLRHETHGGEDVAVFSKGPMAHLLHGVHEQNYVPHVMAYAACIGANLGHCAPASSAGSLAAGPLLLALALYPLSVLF
Hsp70 act – Hsp70 transcriptional activation, primary screen. HeLa Hsp70 promoter luciferase reporter, luminescence; scaled: vehicle 0, proteasome-inhibitor control 100%. activation, % at 10 µM. 200,000 compounds, 0.04% hits;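 active = activation above the mean across all tested compounds plus 3 SD, cutoff set per campaign, cut at about 5.5% in these data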;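 note: 100% = MG132 at 30 µM as the positive control and 0% = DMSO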
Lmaj promast – Leishmania major promastigote growth inhibition. Leishmania major promastigotes, resazurin fluorescence viability. inhibition, % at 10 µM. 200,000 compounds, 9% hits. AID 1063; in the data active = inhibition above about 50%;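 note: promastigotes grown with compound for 44 hours at 28 °C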
HMGR II inh – blocks class II HMG-CoA reductase of Enterococcus faecalis; 190,000 compounds, 0.41% hits; purified E. faecalis HMGR, NADPH absorbance 340 nm kinetic; inhibition, % at 10 µM; AID 1066;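 active = inhibition above a set limit, the median over all tested compounds plus 3 SD, cut at about 9.5% in these data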;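 note: enzyme runs in reverse so mevalonate oxidation gives rising NADPH absorbance; 0% = complete reaction with DMSO and 100% = background rate lacking mevalonate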
DTT redox prof – compounds producing H2O2 with reducing agent – biochemical, NIH compound library profiling, artefact control for MLSCN library redox annotation, primary screen | DTT-dependent redox cycling H2O2, phenol red/HRP absorbance; 100% = 100 µM peroxide control, 0% = buffer | activation, % at 10 µM | 200,000 compounds, 0.03% hits | AID 878;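 active = activation of at least 50% relative to the plate's high and low controls in the primary single-dose screen; inactive = activation below 50%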;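 note: compound incubated with DTT at 0.8 mM final as the reducing agent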
RAM inhibit – inhibitors of the yeast RAM network | S. cerevisiae dse1pr::URA3 reporter, 5-FOA growth OD615, 2 d; analog-sensitive cbk1-as2 kinase mutant strain | inhibition, % at 50 µM | 190,000 compounds, 1.8% hits | AID 868;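 active = inhibition above a set limit, 3 SD over mean compound inhibition, cut at about 8.4% in these data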;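 note: 0% = DMSO-only wells with no growth and 100% = 10 µM 1-NA-PP1 full growth; inhibition rescues growth on 5-FOA so higher OD means more RAM inhibition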
S1P3 antagonist – S1P3 (human) receptor antagonism. CHO S1P3 NFAT-BLA reporter, FRET fluorescence, antagonist mode. inhibition, % at 4.98 µM. 170,000 compounds, 0.27% hits. AID 485;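 active = inhibition above the plate cutoff, the mean inhibition of test wells on that plate plus 3 SD, cut at about 28% in these data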;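 note: cells challenged with S1P at its EC80 of 0.8 µM; blue over green emission ratio from cleaved BLA substrate after 4 h stimulation; 0% = S1P-stimulated wells and 100% = unstimulated DMSO-only wells; some compounds past the cut are filed as inactive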
TNAP inh hi DEA – inhibitors of human TNAP at high phosphate acceptor concentration | P05186 | purified TNAP, CDP-star luminescence, 1 M DEA | inhibition, % at 20 µM | 200,000 compounds, 0.03% hits | AID 1135;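 active = over 50% inhibition of tissue-nonspecific alkaline phosphatase at 20 µM in the single-dose screen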;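 note: plate controls were DMSO wells for no effect and EDTA-quenched wells as full inhibition for full effect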
PMI act satM6P – increases human PMI activity with near-saturating mannose 6-phosphate; coupled PMI enzyme assay, resazurin fluorescence, 20 min; hits give high values; 1 = untreated enzyme, 0 = substrate-free blank; activation factor at 20 µM; 190,000 compounds, 0.34% hits; AID 1216;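 active = activation factor of 2 or more at 20 µM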
Target sequence (P34949 whole entry, looked up): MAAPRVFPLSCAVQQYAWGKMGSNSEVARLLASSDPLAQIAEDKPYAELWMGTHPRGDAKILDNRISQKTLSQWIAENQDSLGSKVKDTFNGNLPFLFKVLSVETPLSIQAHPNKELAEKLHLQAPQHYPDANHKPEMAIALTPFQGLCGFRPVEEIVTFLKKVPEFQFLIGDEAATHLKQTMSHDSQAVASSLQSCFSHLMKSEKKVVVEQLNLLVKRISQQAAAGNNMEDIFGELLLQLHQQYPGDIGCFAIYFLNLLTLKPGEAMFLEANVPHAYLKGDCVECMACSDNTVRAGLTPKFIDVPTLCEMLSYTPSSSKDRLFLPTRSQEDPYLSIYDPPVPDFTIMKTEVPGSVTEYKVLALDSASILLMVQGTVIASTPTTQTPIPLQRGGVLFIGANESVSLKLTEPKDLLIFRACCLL
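Test system: Human PMI in coupled enzyme assay | Input: 15 ng/mL PMI | Medium: HEPES-buffered pH 7.4 with magnesium and detergent | Compound: One concentration, 20 µM, in 1% DMSO | Incubation: Enzyme reaction with compound 20 min at room temperature | Detection: Diaphorase-driven resazurin-to-resorufin fluorescence, excitation 544, emission 590 nm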
PMI act – increases human mannose-6-phosphate isomerase activity. P34949. AID 1214. purified human PMI, coupled resazurin fluorescence, 20 min; hits give high values; 1 = vehicle control, 0 substrate-free wells. 190,000 compounds, 0.005% hits. activation factor at 20 µM;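 active = activation factor of 2 or more at 20 µM, relative to plate controls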
* = called active by the depositor; / = not tested or not shown.

molecule	PMI act satM6P	PMI act	S1P3 antagonist	RAM inhibit	DTT redox prof	Hsp70 act	Lmaj promast	TNAP inh hi DEA	TNAP inh noacc	HMGR II inh
CCOc1ccc(NS(=O)(=O)c2ccc(C)c(C(N)=O)c2)cc1	0.9	0.9	-3	3.9	0.1	0.0	-3	-1	-8	-1
Cc1cc(C)cc(C(=O)N(c2ccccn2)C(C)c2ccco2)c1 (stereo unspecified)	0.9	0.9	/	-0.7	0.2	-0.2	-3	-4	-14	0
COc1cccc(C(=O)NC(=S)Nc2ccc(N3CCCC3)cc2)c1	0.9	0.8	/	7.0	-3.2	-0.5	-5	-2	-2	0
S=C(Nc1ccccc1Oc1ccccc1)NC1CCCC1	1	1	-30	4.0	0.6	0.0	61*	-6	-11	1
S=C(Nc1ccccc1)NC1CCN(Cc2ccccc2)CC1	1.1	1.1	-8	0.0	0.3	-0.2	91*	3	1	2
CCOC(=O)N1CCN(c2cc(C)c([N+](=O)[O-])cc2F)CC1	1.1	1.1	5	1.2	0.0	-0.3	-3	4	0	-3
C=CCN1C(=O)/C(=C\c2ccc(Oc3nc(N4CCOCC4)nc(N4CCOCC4)n3)c(OC)c2)SC1=S	1	1	-4	4.3	-0.5	-0.1	54*	-3	-5	-5
CC(C)OCCCNC(=O)c1c(N)n(/N=C/c2ccccn2)c2nc3ccccc3nc12	0.8	0.8	-2	12*	2.9	0.0	17	-5	0	-5
Cc1ccc(C)c(OCCn2cc(/C=C(\C#N)C(=O)NCc3ccco3)c3ccccc32)c1	1	0.9	-14	5.5	0.4	-0.3	65*	0	-14	-7
COc1ccc(C(=O)N2CCOCC2)cc1S(=O)(=O)N1CCCc2ccccc21	1	1	-15	3.0	0.1	0.0	0	-3	-11	-5
Cc1[nH]nc2c1C(c1ccc(F)cc1)C(C#N)=C(N)O2 (stereo unspecified)	0.9	1	1	-0.5	-1.0	-0.2	33	-7	7	-4
c1nc(N2CCN(Cc3ccc4c(c3)OCO4)CC2)c2[nH]cnc2n1	1	1	16	2.8	0.1	-0.4	-1	-3	-56	0
COc1ccc(C2(C(=O)Nc3nncs3)CCCC2)cc1	0.9	0.9	/	-0.1	-0.4	0.1	3	-4	-12	-3
CC1CN(Cc2cc(=O)n3ccsc3n2)CC(C)O1 (stereo unspecified)	1.1	1	/	0.5	2.1	0.0	-7	-6	-11	-5
Cc1ccc2[nH]c(=O)c(C(c3nnnn3CC3CCCO3)N3CCc4ccccc4C3)cc2c1 (stereo unspecified)	1.1	0.8	-8	0.5	1.1	-0.3	37	-3	-7	7
Cc1nonc1CC(=O)N1CCCC(C(=O)c2ccc(Cl)cc2)C1 (stereo unspecified)	0.9	0.9	-5	-0.2	-0.9	0.3	-4	-6	-10	0
Cc1ccccc1NC(=S)N(Cc1ccccn1)Cc1ccccc1Cl	1	1	0	1.9	-2.1	-0.2	40	1	-5	-5
CCc1ccc(N2CC(C(=O)Nc3ccc(C)c(S(=O)(=O)N4CCOCC4)c3)CC2=O)cc1 (stereo unspecified)	1	1	/	2.2	0.8	-0.1	6	-1	-4	0
COc1cc(NC(C)=O)ccc1-c1cc2ccccc2oc1=O	/	/	-17	2.9	-0.2	-0.5	-2	0	-5	-1
Nc1nc(N)nc(-c2ccccc2)n1	1	0.9	12	1.8	1.9	-0.3	-6	-6	-10	-5
Cc1c(-c2nc(N)nc(Nc3ccc(F)cc3)n2)oc2ccccc12	1	0.9	31	2.7	1.5	0.0	8	-2	-10	0
CCNC(=S)Nc1ccc(OC(F)(F)F)cc1	1.1	1	-6	-0.3	-0.1	-0.2	-2	-2	8	-3
CCc1nnc(NC(=O)c2ccc3nc(CC)c(CC)nc3c2)s1	1.1	1.2	19	1.5	6.9	0.0	-5	-3	-13	2
CCN(CC)S(=O)(=O)c1ccc(-c2nnc3sc4cccc(C)c4n23)cc1	1.1	1.1	1	-0.8	-1.5	-0.4	12	2	9	-6
CCNc1nc(Oc2ccc(=O)n(C)n2)nc(N2CCOCC2)n1	0.9	0.9	6	-0.6	-6.0	-0.3	-5	3	-8	3
Cc1ccc(/C=N/NC(=O)c2cccc(S(=O)(=O)N3CCOCC3)c2)o1	1	1.1	11	0.4	-1.7	0.0	-1	-4	-11	-8
CCNc1nc(NCC)nc(N/N=C(\C)c2ccc(OC)cc2)n1	1.1	1.1	-2	-0.8	-2.3	-0.3	13	-6	-14	-4
C=CCNC(=O)CSc1ccc(Cl)cc1	1	1	-6	1.2	1.6	-0.2	-4	-4	-9	3
Cc1cccn2cc(-c3cc4ccccc4oc3=O)nc12	0.8	1.4	-11	1.0	0.1	0.4	2	-5	-6	-2
Nc1[nH]ncc1C(=O)Nc1cccc(C(F)(F)F)c1	0.9	0.9	-4	-0.4	-0.4	-0.1	-3	0	-17	3
O=C(NCCN1CCOCC1)c1cc(Cl)ccc1[N+](=O)[O-]	1.1	1	-10	1.5	0.4	-0.4	-9	-1	-10	2
Nc1nc(Cl)cc(-c2ccccc2)n1	1	1	-20	-0.2	-0.3	-0.3	5	-3	-10	-1
O=C(C1=NNCC1c1ccccc1)C1CO1 (stereo unspecified)	1	1	1	-0.1	-0.1	0.6	-2	-6	-12	-8
CCOCCCNC(=O)c1ccc2c(c1)OCO2	1	1	-21	1.3	0.2	0.0	-10	0	-11	-4
Cc1c(NC(=O)CSc2cccc3cccnc23)c(=O)n(-c2ccccc2)n1C	0.9	0.9	/	0.5	0.1	0.0	44	-7	-16	-1
O=C(O)/C(=C\c1cccs1)c1ccc(F)cc1	1	1.1	-20	-0.9	-0.2	-0.3	7	-2	-8	-2
O=C(Nc1ccc(N2CCN(C(=O)c3ccco3)CC2)cc1)c1ccco1	0.9	1	-2	2.0	0.0	-0.1	-6	-6	-11	2
COc1cc(OC)c(-c2nc3cnccc3n2C)cc1OC	0.9	0.9	-13	2.4	0.3	-0.3	0	-3	-12	-3
C=CCSc1nnc(CNC(=O)c2ccccc2C)n1C(C)C	1.1	1.1	-25	0.1	-1.6	0.4	-2	-4	-9	-6
S=c1sc2c(N3CCN(Cc4ccccc4)CC3)ncnc2n1-c1ccccc1	0.9	0.8	/	1.5	0.3	-0.1	-2	0	-15	-4
COc1cccc(/C=N\NC(=O)c2cc(OCC(F)(F)F)ccc2OCC(F)(F)F)c1	0.9	0.9	/	7.8	-0.7	0.3	-6	-3	-10	-1
Cc1oc(CSCC2CCCO2)cc1C(=O)O (stereo unspecified)	0.9	1	9	1.2	1.4	-0.2	-6	-2	-3	-4
O=C(NCc1ccc(F)cc1)C1CCN(C(=O)NCc2ccccc2)CC1	1	1	6	2.6	2.6	-0.3	-4	-1	-10	-1
O=C(Nc1cccc(S(=O)(=O)NC2=NCCCCC2)c1)c1cc(-c2ccc(Cl)cc2)nc2ccccc12	1	1	-8	4.2	-0.6	-0.1	15	-4	-2	-7
Cc1ccnc(SCc2cc(=O)c(OC(=O)c3ccc(Br)o3)co2)n1	1	0.9	-14	2.5	-0.1	0.0	-4	2	-9	-4
O=C(CCS(=O)(=O)Cc1ccccc1)N1CCN(c2ccccc2)CC1	1.1	1.1	/	0.0	0.1	-0.4	6	-1	-8	-2
COc1ccc(/C=C/C(=O)OC(C)CN2CCOCC2)cc1 (stereo unspecified)	1	1	/	0.5	2.5	0.1	-5	-8	-13	-2
Cc1c(C(=O)NCc2ccccc2)oc2c1C(=O)CCC2	0.8	0.9	-39	3.0	0.5	-0.4	-2	1	-4	4
Cc1cc(NC(=O)c2ccc(NC(=O)C(C)Oc3ccccc3)cc2)no1 (stereo unspecified)	1	1	5	2.8	0.7	-0.4	-3	1	-3	-1
CSCC(C)N1CCC(CO)(CCCc2ccccc2)CC1 (stereo unspecified)	1	0.9	-9	0.5	-1.2	0.0	91*	-7	-8	-1
CCOC(=O)c1cn(-c2ccc(F)c(F)c2F)c2c(F)c(F)c(F)cc2c1=O	1.1	1.1	/	2.8	1.7	-0.2	2	-3	-6	-3
CCOC(=O)c1c(C)[nH]c(C(=O)OCC(=O)NC(C)(C)C)c1C	0.9	0.9	-5	-0.2	0.0	-0.2	13	-3	-27	-1
O=C(Nc1ccc(F)cc1F)c1csc(-c2ccncc2)n1	1	1	-15	1.0	0.0	0.4	-1	-4	-10	-3
O=C(c1cc2nc(-c3ccco3)cc(C(F)(F)F)n2n1)N1CCN(Cc2ccccc2)CC1	0.9	0.8	/	0.1	-0.1	-0.2	1	1	0	1
S=C(Nc1cccc(Cl)c1)Nc1ccccc1Oc1ccccc1	0.9	0.9	/	4.9	0.9	-0.2	27	-2	-9	2
Cc1ccc(S(=O)(=O)NCC(=O)N(CCc2ccccc2)CC(=O)NCc2ccco2)cc1	0.9	1	-5	2.6	1.6	-0.2	0	-6	-14	-5
O=C(c1ccc(Cl)s1)N1CCN(c2ccccc2)CC1	1.2	1.1	-30	-0.5	-0.1	1.3	-5	-5	-6	-5
CCCC(C)NC(=O)Cc1ccccc1[N+](=O)[O-] (stereo unspecified)	1	0.9	-8	1.5	-0.3	-0.4	-5	-3	-7	0
CN(C)CCCNC(=O)CCC1CCCCC1	0.9	0.9	23	1.3	-1.8	-0.1	37	-4	-13	-9
COc1ccc(N2C3=C(CC4=C2CC(C)(C)CC4=O)C(=O)CC(C)(C)C3)cc1	1.2	1.2	/	-0.9	2.9	0.3	100*	4	-1	1

The list continues.
molecule	PMI act satM6P	PMI act	S1P3 antagonist	RAM inhibit	DTT redox prof	Hsp70 act	Lmaj promast	TNAP inh hi DEA	TNAP inh noacc	HMGR II inh
NC(=O)C1=C[C@@H](c2ccc(Br)cc2)C[C@@H](OCc2ccc(CO)cc2)O1	0.7	1	4	2.5	-0.2	0.4	3	-6	-13	-4
CCCCCn1c(=O)c(C(=O)c2ccccc2)nc2ccccc21	0.9	0.9	/	5.4	1.7	-0.4	45	-3	-4	-2
CN(CCC1CCCCO1)Cc1cn(C)nc1-c1ccc2c(c1)OCCO2 (stereo unspecified)	1	0.9	-3	1.0	-0.9	-0.1	4	-5	-10	2
COc1ccc(C2C3=C(CC(C)(C)CC3=O)OC(N)=C2[N+](=O)[O-])cc1 (stereo unspecified)	1.1	1	0	2.0	-0.1	-0.4	19	-6	-7	1
Cc1n[nH]c(C)c1N1C(=O)c2cccc3cc(Br)cc(c23)C1=O	0.9	0.9	/	0.0	0.0	-0.6	22	-7	-10	-5
O=C(O)c1cc(-c2ccccc2)n(-c2ccc(Cl)cc2)n1	1.1	1.2	2	-2.0	-2.1	-0.2	-4	-3	-7	1
